# Compound activity from PubChem.
# T cell modulator: T cell immune modulators affecting CD8 T cell-vesicle binding | AID 2052 | calls only at 7 µM | 330,000 compounds, 0.068% hits | 2C CD8+ T cell-vesicle binding, flow cytometry; active compounds read low;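 active means response, share of CD8 T cells binding vesicles, and their 90th percentile fluorescence all below set limits, cut at about 80% in these data, passing the limit was not always enough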
#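 incubation = binding step 1.5 h, 37 °C, antibody labelling 20 min, ice | test system = 2C mouse CD8+ T cells | read-out basis = percent CD8+ FL2 mean versus row control | controls = Peptide-free naked vesicles (low) and QL9 vesicles with 0.7% DMSO vehicle (high) | detection = flow cytometry of vesicle-bound cells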
# MT stabilizer: microtubule stabilization, imaging screen; HeLa tubulin immunostaining HCS, 24 h; share of cells brighter than vehicle mean+2SD; % tubulin-high responders, % at 10 µM; 200,000 compounds, 0.83% hits; AID 2205;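 active means plate Z-score above 3 for both tubulin-high and condensed-nucleus cell shares, with cell loss under 80%, at 10 µM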;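 further: anti alpha tubulin signal scored within the nucleus-defined area of each cell; some results filed as inactive read as strong as hits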
# Autophagy HCS: alters autophagy in cells. MEF GFP-LC3 puncta imaging; test concentration mostly 10 µM. calls only at 10 µM (by protocol). 190,000 compounds, 0.98% hits;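 active means percentage of spot-positive cells more than 3 SD above its plate mean, without a fluorescence outlier flag or 80% toxicity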;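 further: spot-positive cell cutoff set from DMSO-treated cells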
# T cell modulator vesicle-bound %: recorded beside T cell modulator, whose call it bears; double positive events, %; measured here: CD8+ vesicle-bound cell fraction;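 binding gate set so that unloaded-vesicle control wells show 10% double positive cells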
# MT stabilizer Hoechst-high %: also measured in MT stabilizer; calls as there; % Hoechst-high responders; measured here: nuclear condensation Hoechst responders;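 share of cells brighter than vehicle mean plus two SD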
# MT stabilizer cytotoxicity %: second read-out of MT stabilizer, no call of its own (marks repeat the call); toxicity, %; measured here: cytotoxicity by cell density;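 0% = mean cell density of plate MIN control wells and 100% = no cells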
# Autophagy HCS cell loss 18 h: recorded beside Autophagy HCS, whose call it bears; toxicity, %; measured here: cell loss, nuclei count;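 cell loss after 18 h compound exposure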
# * hit, by the source's call; i = inactive; . = not tested or not shown; + = active, no number. Not all compounds are listed. The share of hits here may be higher or lower than overall.
# Start of the data: the first two records, ahead of the listing:
smiles,Autophagy HCS,T cell modulator vesicle-bound %,T cell modulator,MT stabilizer Hoechst-high %,Autophagy HCS cell loss 18 h,MT stabilizer,MT stabilizer cytotoxicity %
O=C(O)C1CCC(CNCc2cccnc2)CC1 (stereo unspecified),i,.,.,1.2,-5,3.6,4.7
O=C(Nc1ccc(-c2nnc(-c3ccccc3)o2)cc1)c1ccc(Br)o1,i,36,i,2.4,0,3.8,7.8

# The listing, from the first entry:
smiles,Autophagy HCS,T cell modulator vesicle-bound %,T cell modulator,MT stabilizer Hoechst-high %,Autophagy HCS cell loss 18 h,MT stabilizer,MT stabilizer cytotoxicity %
O=C(O)C1CCC(CNCc2cccnc2)CC1 (stereo unspecified),i,.,.,1.2,-5,3.6,4.7
O=C(Nc1ccc(-c2nnc(-c3ccccc3)o2)cc1)c1ccc(Br)o1,i,36,i,2.4,0,3.8,7.8
N#CC1=C(N)C(C#N)(C#N)C(c2cccnc2)C2COCC=C12 (stereo unspecified),i,40,i,2.0,3,3.0,8.2
COc1ccc(C(=O)COC(=O)CCCn2c(=O)oc3ccccc32)cc1,i,13,i,2.7,-9,2.2,16
C=CCn1c(CNC(=O)CCC)nc2ccccc21,i,6,i,1.5,3,3.6,4.4
O=C1CC(SCCc2nc3ccccc3[nH]2)C(=O)N1c1ccc(F)c(Cl)c1 (stereo unspecified),i,15,i,1.0,-1,1.5,1.3
CC(=O)N1CCc2cc(S(=O)(=O)NCCC3=CCCCC3)ccc21,i,47,i,1.6,1,0.8,4.4
CCOC(=O)c1cc(NC(=O)CSc2nnc(CN3CCOCC3)n2C)ccc1Cl,i,54,i,1.9,-6,2.2,4.9
COc1ccc(-c2nn(C)c(=O)c3ccccc23)cc1CNC(=O)CN1CCOCC1,i,58,i,2.2,5,4.4,3.6
CCCOc1ccc(C2C(C(=O)c3ccc(C)o3)=C(O)C(=O)N2CCCn2ccnc2)cc1 (stereo unspecified),i,23,i,2.8,-5,2.2,15
CCN(CC)S(=O)(=O)c1ccc(OC)c(NC(=O)c2ccc(OC)c([N+](=O)[O-])c2)c1,i,24,i,1.7,9,3.7,7.0
CN(C)N=Nc1ccc(S(=O)(=O)N2CCSC2C(=O)O)cc1 (stereo unspecified),i,40,i,1.8,1,3.6,8.4
O=C1CC(=C2c3ccccc3-c3ccccc32)C(=O)N1CCN1CCN(c2ccccc2)CC1,i,28,i,2.4,-3,5.3,7.3
CCN(c1ccccc1)S(=O)(=O)c1ccc(Oc2ccc(-n3ccnc3)cc2)nc1,i,45,i,8.3,23,38,4.7
CCOCCCN1C(=O)C(O)=C(C(C)=O)C1c1cccs1 (stereo unspecified),i,28,i,1.7,31,3.3,3.3
COc1ccc(Nc2nc(C(C)(C)C)nc3c2nnn3Cc2ccccc2Cl)cc1OC,i,9,i,3.2,1,4.6,7.4
COc1ccc(/C=C/C(=O)c2cc(F)ccc2OC(=O)c2ccccc2)cc1OC,i,45,i,27,52,14,53
Cc1cccc(NC(=O)CSc2nccn2C)c1,i,17,i,2.0,4,2.7,4.4
CCCCCCCCCCNC(=O)CCn1[nH]c(=O)c2ccccc2c1=O,i,15,i,2.1,1,3.6,5.8
Cc1ccc(CCNc2ccc3ccccc3c2)cn1,i,32,i,1.7,-13,3.0,7.4
CCOC(=O)CSc1snnc1C,i,38,i,1.6,-17,3.7,8.1
O=C(CN1C(=O)CCC1=O)Nc1nc2c(F)cc(F)cc2s1,i,23,i,3.0,9,5.6,8.3
COCCn1nnnc1CN(CCc1ccccc1)Cc1cc2cc(OC)ccc2[nH]c1=O,i,42,i,1.8,-5,3.6,7.9
COc1c(Cl)cc(Cl)cc1C(=O)Nc1ccccc1N1CCN(C(C)=O)CC1,i,56,i,1.5,-1,2.7,3.0
Cc1cc(C(=O)N2CCN(c3ncccn3)CC2)sc1-c1ccccc1,i,26,i,0.4,7,2.2,17
COc1ccc(-n2c3c(cc(C(=O)Nc4ccc(C)cc4)c2=O)C(=O)CCC3)cc1,i,5,i,2.9,-6,5.1,6.1
O=C(Cn1cnnn1)Nc1ccccc1Cc1ccccc1,i,15,i,1.9,2,1.8,5.8
CC(C)(C(=O)c1ccccc1)/[N+]([O-])=C/c1ccccc1,i,1,i,1.4,-6,0.9,8.7
CCCCC(=O)c1ccc(O)cc1O,+,21,i,1.6,24*,2.8,4.4
N#CCC(CNc1ncc(C(F)(F)F)cc1Cl)OC(=O)c1c(F)cccc1F (stereo unspecified),i,66,i,1.9,13,1.0,8.1
Cc1ccc(NC(=O)N(C2=NCC(C)S2)c2ccccc2)cc1 (stereo unspecified),i,55,i,2.0,-3,2.8,6.5
C#CCSc1nnc(-c2cccc3ccccc23)o1,i,9,i,1.5,17,3.3,3.7
COc1ccc(Br)cc1C(=O)Nc1cccc(-c2nnc(-c3ccco3)o2)c1,i,8,i,3.4,12,6.5,1.6
Cc1ccc(NCc2nnc(SCC(=O)N3CCCCC3)n2CC2CCCO2)c(C)c1 (stereo unspecified),i,35,i,1.2,4,3.1,8.1
O=C(CSc1ncnc2c1oc1ccccc12)NCC1CCCO1 (stereo unspecified),i,23,i,1.6,-4,4.1,3.5
O=C1c2ccc(-c3nc4ccccc4o3)cc2C(=O)N1Cc1cccnc1,i,60,i,2.7,2,2.3,7.5
COc1ccc(-c2cc(-c3ccc(F)cc3)nc(N3CCN(C)CC3)n2)cc1,i,29,i,4.0,-18,5.8,11
O=C(c1ccc(CN2CCc3ccccc3C2)cc1)N1CCN(c2ccc(F)cc2)CC1,i,55,i,1.8,19,2.7,5.6
CCOC(=O)c1nc2cc3n(c(C)c-2c1C)C(C)C(CC)=C3C (stereo unspecified),i,33,i,1.8,2,3.2,7.8
Cc1ccc(-c2nc3cccnc3s2)cc1NC(=O)c1ccco1,i,16,i,2.0,-9,3.0,6.4
COc1cc(S(=O)(=O)N2CCOCC2)c(OC)c(S(=O)(=O)N2CCOCC2)c1,i,35,i,1.7,6,1.6,5.7
Cc1ccc(-c2cc(-c3ccccc3)nc(N/N=C/c3cccnc3)n2)cc1,i,10,i,1.5,-3,2.9,4.2
Cc1ccccc1OCCn1cc(C(=S)N2CCCC2)c2ccccc21,i,30,i,2.5,-11,3.5,0.8
Nc1nnc(C(=O)c2ccccc2N)s1,i,18,i,1.8,0,1.6,4.4
Nc1ccc2c(c1)CCC2=O,i,48,i,2.6,17,4.7,1.8
CC(C)CC(NC=C1C(=O)OC(C)(C)OC1=O)C(=O)O (stereo unspecified),i,7,i,3.2,3,3.2,12
Cc1nn(Cc2ccccc2)c(C)c1NC(=O)CSc1nc2sc3c(c2c(=O)n1C)CCC3,i,52,i,1.7,12,2.6,4.8
O=C(c1ccc2c(c1)C(=O)N(c1ccc(Cl)cc1)C2=O)N1CCN(c2ccccn2)CC1,i,9,i,1.7,-1,2.2,3.4
Cn1c(=O)c2c(nc(CN3CCN(c4ccccc4)CC3)n2CCc2ccccc2)n(C)c1=O,i,42,i,1.9,3,1.6,9.5
O=C(/C=C/Nc1cccc([N+](=O)[O-])c1)c1ccco1,i,21,i,1.8,-4,1.9,8.1

# 6 entries out of the list, sorted by molar mass, largest number first:
smiles,Autophagy HCS,T cell modulator vesicle-bound %,T cell modulator,MT stabilizer Hoechst-high %,Autophagy HCS cell loss 18 h,MT stabilizer,MT stabilizer cytotoxicity %
Cc1nn(Cc2ccccc2)c(C)c1NC(=O)CSc1nc2sc3c(c2c(=O)n1C)CCC3,i,52,i,1.7,12,2.6,4.8
Cn1c(=O)c2c(nc(CN3CCN(c4ccccc4)CC3)n2CCc2ccccc2)n(C)c1=O,i,42,i,1.9,3,1.6,9.5
O=C(c1ccc2c(c1)C(=O)N(c1ccc(Cl)cc1)C2=O)N1CCN(c2ccccn2)CC1,i,9,i,1.7,-1,2.2,3.4
COc1cc(S(=O)(=O)N2CCOCC2)c(OC)c(S(=O)(=O)N2CCOCC2)c1,i,35,i,1.7,6,1.6,5.7
Cc1ccc(-c2cc(-c3ccccc3)nc(N/N=C/c3cccnc3)n2)cc1,i,10,i,1.5,-3,2.9,4.2
CC(C)CC(NC=C1C(=O)OC(C)(C)OC1=O)C(=O)O (stereo unspecified),i,7,i,3.2,3,3.2,12

# Continuation:
smiles,Autophagy HCS,T cell modulator vesicle-bound %,T cell modulator,MT stabilizer Hoechst-high %,Autophagy HCS cell loss 18 h,MT stabilizer,MT stabilizer cytotoxicity %
CCCc1cc(=O)[nH]c(/N=C(/NC(=O)c2ccccc2)Nc2ccc3c(c2)OCCO3)n1,i,44,i,4.5,9,2.9,1.5
CC(=O)CSc1nnc(-c2ccc(S(=O)(=O)N3CCC(C)CC3)cc2)o1,i,11,i,2.4,-4,3.2,7.4
Cc1cc(C(F)(F)F)nn1CC(=O)N(C)C1CCCCC1,i,40,i,1.5,-4,2.1,2.2
CCOC(=O)c1cc(-c2nnc(-c3cc(OC)c(OC)c(OC)c3)o2)c(C)nc1C,i,5,i,1.3,-3,3.2,2.0
Cn1c(-c2ccc(C(=O)c3ccccc3)s2)nc2ccccc21,i,30,i,2.1,-15,2.5,5.9
Cc1cccc(-c2c3c(=O)n(C)c(=O)n(C)c3cn2-c2ccc(O)cc2)c1,i,35,i,1.8,-3,4.6,3.7
O=C(CCN1CCc2ccccc2C(O)(c2ccccc2)C1)c1ccc2c(c1)OCCO2 (stereo unspecified),i,48,i,2.4,-8,4.7,6.8
CC(C)(C)C(=O)N1CCN(c2ccc([N+](=O)[O-])cc2Cl)CC1,i,49,i,1.8,-14,1.9,4.4
Cc1ccc(C)c(NC(=S)NCCN2CCOCC2)c1,i,49,i,2.2,-37,2.8,7.2
CN=C1S/C(=C\c2cccn2-c2cccc(Br)c2)C(=O)N1C,i,50,i,2.8,-1,3.4,3.1
Cn1c(=O)c2c(nc(CN3CCc4ccccc4C3)n2Cc2ccc(F)cc2)n(C)c1=O,i,39,i,3.4,1,5.2,5.1
